TDP2 absorb = blocks human TDP2 phosphodiesterase activity; inhibition, % at 12.8 µM; recombinant TDP2, T5PNP hydrolysis, p-nitrophenol absorbance 415 nm; 370,000 compounds, 0.34% hits;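 active means inhibition above the mean of all tested compounds plus 3 SD, set per campaign, cut at about 25% in these data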;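 further: 0% = DMSO with enzyme and 100% = buffer with substrate but no TDP2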
Target sequence (O95551 whole entry, looked up): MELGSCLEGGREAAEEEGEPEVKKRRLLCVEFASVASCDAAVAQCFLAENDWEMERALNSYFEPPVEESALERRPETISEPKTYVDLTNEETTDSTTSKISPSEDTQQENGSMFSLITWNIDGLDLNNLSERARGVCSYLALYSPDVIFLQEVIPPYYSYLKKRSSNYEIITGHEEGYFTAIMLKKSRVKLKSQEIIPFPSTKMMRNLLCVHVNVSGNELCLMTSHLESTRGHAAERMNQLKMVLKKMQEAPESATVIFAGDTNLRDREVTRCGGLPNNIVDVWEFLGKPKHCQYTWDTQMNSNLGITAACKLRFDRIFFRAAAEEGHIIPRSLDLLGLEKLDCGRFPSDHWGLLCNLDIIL
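Assay system: recombinant human TDP2 / Reagent: T5PNP substrate at 5 mM, a TopII-DNA adduct mimic / Measured by: epi absorbance from released p-nitrophenol / Evaluation: % inhibition relative to enzyme-containing and enzyme-free wells / Control set: enzyme-free and DMSO wells / Replicates: each compound tested once, singlicate / Schedule: enzyme reaction with compound for 2 h at 37 °C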
PG9 Ab binder = binds the HIV-1 gp120 antibody PG9 | TR-FRET gp120-PG9 antibody binding | inhibition, % at 6.7 µM | 360,000 compounds, 0.43% hits | AID 624416; in the data active means inhibition above about 8.5%
TCR-CD3 inh = inhibitors of human TCR-CD3 interaction. TAMRA-labeled TCR probe fluorescence, biochemical. 360,000 compounds, 0.37% hits. inhibition, % at 9.4 µM; in the data active means inhibition above about 19%;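 further: recombinant mutant TCR 2C K166C tagged with TAMRA read by polarization; 0% = receptor in buffer alone and 100% = receptor with positive control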
LEDGF integ inh = blocks HIV-1 LEDGF/p75-dependent DNA integration | TR-FRET IN-LEDGF/p75 DNA integration, Eu/Cy5 | inhibition, % at 3.7 µM | 370,000 compounds, 0.64% hits | AID 743269;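 active means inhibition above the screen-wide mean plus 3 SD, cut at about 13% in these data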;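 further: signal is the Cy5 over europium emission ratio at 671 and 618 nm; 0% = plate median of compound wells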
PRMT1 inh = inhibitors of human PRMT1. recombinant PRMT1, activity-based probe fluorescence polarization. Q99873. inhibition, % at 2.79 µM. 370,000 compounds, 1.3% hits;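 active means inhibition above about 21% made by adding two undisclosed values, limit read from the data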
Target sequence (Q99873 whole entry, looked up): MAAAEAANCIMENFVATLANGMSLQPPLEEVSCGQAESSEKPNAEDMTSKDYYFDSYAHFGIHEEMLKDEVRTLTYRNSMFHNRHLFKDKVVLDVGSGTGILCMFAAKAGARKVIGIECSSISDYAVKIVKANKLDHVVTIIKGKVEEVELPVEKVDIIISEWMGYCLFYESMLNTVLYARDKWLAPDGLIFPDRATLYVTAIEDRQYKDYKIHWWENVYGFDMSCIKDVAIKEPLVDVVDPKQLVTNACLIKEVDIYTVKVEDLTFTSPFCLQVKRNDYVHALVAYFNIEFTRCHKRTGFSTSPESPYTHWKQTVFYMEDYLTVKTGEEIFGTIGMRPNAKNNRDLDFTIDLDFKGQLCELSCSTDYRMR
HTRA1 inhibitor = inhibitors of human serine peptidase HTRA1 | Q92743 | recombinant HTRA1, FP-rhodamine activity-based probe, fluorescence polarization | inhibition, % at 5.96 µM | 340,000 compounds, 0.5% hits | AID 504803; in the data active means inhibition above about 36%;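 further: 0% = enzyme with DMSO and 100% = wells lacking enzyme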
UHRF1 binding = UHRF1 methyl-DNA binding inhibition. 370,000 compounds, 0.75% hits. AID 687016. Q96T88. inhibition, % at 4.4 µM. UHRF1 binding to methylated oligo, TR-FRET; in the data active means inhibition above about 21%;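 further: UHRF1 SRA domain binding a hemimethylated CpG hairpin DNA probe; 0% = median of test compound wells and 100% = reference inhibitor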
Tn7 DDE FP = DD(E)-Tn7 binding inhibition, primary FP screen. 370,000 compounds, 0.13% hits. FP displacement of FITC-Tn7 peptide from fibrin DD(E); 0% = median of compound wells per plate. P02675. inhibition, % at 8.3 µM;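 active means inhibition above the mean of compounds falling within the control limits plus 3 SD of them, cut at about 14% in these data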;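 further: 0% = plate median of compound wells and 100% = 10 µM Aha-Tn7 peptide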
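assay system = human clot-derived fibrin DD(E) complex | quantity = Fibrin-DD(E) at 2 µM final | timing = 10 min preincubation, 3 h with tracer, room temperature | signal = fluorescence polarization | measure = percent inhibition | benchmarks = high control wells with 10 µM unlabelled Aha-Tn7 peptide (full inhibition) | replicates = singlicate testing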
ABHD4 inh = inhibits mouse alpha/beta hydrolase domain 4; Q8VD66; 370,000 compounds, 0.54% hits; purified mABHD4, FP-Rh probe fluorescence polarization; inhibition, % at 8.92 µM;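 active means inhibition exceeding the mean over every tested compound plus 3 SD, cut at about 30% in these data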;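 further: 0% = plate median of compound wells and 100% = S159A mutant with DMSO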
Target sequence (Q8VD66 whole entry, looked up, the tested form may be a part): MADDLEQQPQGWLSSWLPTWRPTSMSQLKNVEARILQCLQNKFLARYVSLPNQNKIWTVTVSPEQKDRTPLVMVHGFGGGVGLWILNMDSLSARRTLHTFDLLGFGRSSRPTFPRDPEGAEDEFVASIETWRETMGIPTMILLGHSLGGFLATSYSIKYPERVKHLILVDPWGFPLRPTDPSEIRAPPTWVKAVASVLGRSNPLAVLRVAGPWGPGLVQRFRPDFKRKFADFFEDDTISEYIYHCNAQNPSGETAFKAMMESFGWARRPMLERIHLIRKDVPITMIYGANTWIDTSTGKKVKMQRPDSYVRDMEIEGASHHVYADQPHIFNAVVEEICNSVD
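Assay system: mouse ABHD4 enzyme, wild type / Also added: fluorescent activity-based probe FP-Rh / Doses: single nominal dose of 8.92 µM, 0.89% DMSO final / Timing: 45 min compound pre-incubation plus 60 min probe step, 25 °C / Signal: FP readout, ex 525 nm / em 598 nm / Control set: S159A mutant/DMSO as 100%, compound-well median as 0%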
SIAE inh = blocks human sialic acid acetylesterase | Q9HAT2 | SIAE FP-Rh probe binding, fluorescence polarization | inhibition, % at 9.66 µM | 370,000 compounds, 0.69% hits | AID 1053197;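 active means inhibition above a cutoff: mean of compounds within the control limits plus 3 SD of those, cut at about 17% in these data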;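 further: 0% = plate median of compound wells and 100% = probe without SIAE protein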
Active calls of the source: *; x = no result given.

SMILES	TDP2 absorb	PG9 Ab binder	TCR-CD3 inh	LEDGF integ inh	PRMT1 inh	HTRA1 inhibitor	UHRF1 binding	Tn7 DDE FP	ABHD4 inh	SIAE inh
CC(C)[C@H]1COCCS(=O)(=O)N1Cc1ccccc1-c1ccc(F)cc1	-2	-0.9	1	0	0	-10	-2	0	-5	8
COc1ccc(C(=O)NCC(=O)OCC(=O)N2N=C(c3ccc(Cl)cc3)CC2c2ccco2)cc1OC (centres undefined)	-1	-1.2	-3	3	-5	-28	-2	-1	-20	-15
Nc1ccccc1OCP(=O)(c1ccccc1)c1ccccc1	0	0.6	-5	1	1	3	2	1	1	0
CC1(c2ccc(Cl)cc2)NC(=O)N(CC(=O)NC(=O)NCc2ccco2)C1=O (centres undefined)	11	-1.9	2	-2	3	-9	0	4	-4	1
CCCC(=O)N1CCN(c2nnc(-c3ccc(C)cc3)c3ccccc23)CC1	1	2.9	-4	2	1	-5	4	7	-8	0
CCCC(=O)Nc1sc2c(c1C(=O)OC)C(C(=O)OC)CC2 (centres undefined)	1	-1.4	5	-2	-1	4	-2	-2	-4	2
CC(C)=NNc1nc(-c2ccc([N+](=O)[O-])cc2)cs1	1	1.2	-1	1	-1	5	-2	-3	13	10
CC1(Cc2c(Cl)cccc2Cl)C(=O)Nc2cc(-c3ccccc3Cl)ccc21 (centres undefined)	7	0.5	-2	1	-2	x	-2	-2	-5	-16
O=C(C1CCC(CNS(=O)(=O)c2cccc3nsnc23)CC1)N1CC=C(c2ccccc2)CC1 (centres undefined)	-5	0.0	4	-3	-1	-16	-3	-3	-1	-11
CCOc1ccc2c(c1)C(NC(C)=O)C(=O)N2CCN1CCOCC1 (centres undefined)	15	0.3	6	7	7	-1	1	-1	11	-13
CCCN1C2CCCC1CC(NC(=O)c1ccc(OC)cc1)C2 (centres undefined)	4	-4.0	2	-2	-6	9	-1	2	-1	6
CCOc1ccc(Br)cc1S(=O)(=O)Nc1cccnc1	18	-0.9	-5	0	-1	-5	0	1	0	-1
OC[C@H]1O[C@@H](c2nc(-c3nc(-c4ccc(F)cc4)no3)cs2)[C@H](O)[C@@H](O)[C@H]1O	5	2.1	6	-1	0	x	-2	3	4	2
C#Cc1ccc([C@H]2C=C(C(=O)N3CCN(Cc4ccc5c(c4)OCO5)CC3)O[C@@H](OCC)[C@@H]2CCCO)cc1	-13	-1.5	-8	6	3	-24	5	2	-17	-7
O=C(NCc1ccco1)C1CCN(c2nnc(-n3cccc3)s2)CC1	8	2.6	-3	4	-5	2	0	-6	-2	14
CN(C(=O)C1CCN(c2cncnc2)CC1)C1CCCCC1	-5	x	x	3	-2	x	-1	-5	3	-1
CCC(C)(C)NC(=O)C1CCCN1C(=O)NC1CCCCC1 (centres undefined)	-1	-1.2	2	10	-3	-2	1	-1	1	1
O=C(COC(=O)Cc1ccc(Br)cc1)Nc1ccc(Cl)cn1	2	1.1	0	-2	-8	-6	0	6	2	-4
O=C(c1ccco1)N1CCN(C(=O)c2ccc(COc3ccc(F)cc3)o2)CC1	-1	-0.5	14	-1	0	3	1	-3	-3	10
CC1CCN(C(=O)/C(=C\c2ccccc2F)NC(=O)c2ccccc2)CC1	-14	1.3	-6	-4	6	-3	-2	9	-2	-1
CC1(C)OC(=O)N(c2cccnc2)C1(C)O (centres undefined)	0	-0.3	-1	-3	-3	-3	-3	-3	-2	-1
CSCCC(NS(=O)(=O)c1ccc(C)c(C(=O)O)c1)C(=O)O (centres undefined)	7	2.0	2	-2	4	4	-1	-1	5	-2
Cc1ccc(S(=O)(=O)N2CCOCC2)cc1NC(=O)c1cc2c(s1)CCC2	-11	-0.6	-2	2	-5	-7	1	0	-9	-12
Cc1cccc(N(C(=O)CNC(=O)c2ccco2)C(C(=O)NC2CCCCC2)c2cccnc2)c1 (centres undefined)	-7	1.1	-2	-4	2	4	3	4	-7	3
O=C1CCC(C(=O)N(Cc2cccs2)C2(C(=O)NC3CCCCC3)CCCCC2)N1 (centres undefined)	5	-0.7	-2	3	1	-4	-1	-3	1	4
COc1ccc(CN2C(=O)CS/C2=N/N=C/c2cccs2)cc1	-17	2.8	-5	-4	2	2	2	8	-5	-3
CC(C)CC1C(=O)N(Cc2cn(CCC3OCCO3)nn2)CCS(=O)(=O)N1Cc1ccc(-c2cccc(N(C)C)c2)cc1 (centres undefined)	-5	-0.5	2	-1	-1	0	-1	8	-7	2
CCC1(c2ccc(F)cc2)NC(=O)N(CC(=O)N2CCc3ccccc3C2)C1=O (centres undefined)	3	2.0	2	-1	-2	4	0	1	-6	3
CC(=O)Nc1ccc2nc(C)n(Cc3ccc(Cl)cc3)c(=O)c2c1	-5	-1.5	0	2	-3	10	23*	-2	-4	2
Cc1cccc(C=NNc2cc(C)c3cccc(C)c3n2)n1	-3	-2.4	0	4	-3	x	0	-1	0	2
C=CCSC1=NC(N)=C(C#N)C2(CCCCC2)C1C(N)=O (centres undefined)	-6	-0.5	-4	1	1	-5	1	-11	3	-2
Cc1ccc(-c2nc(CS(=O)CC(=O)NCc3ccccn3)c(C)o2)cc1 (centres undefined)	-11	-0.9	7	3	13	5	0	-9	-8	-1
COCCNC(=S)N1CCC(C(=O)c2ccc(F)cc2)CC1	6	0.3	2	3	-4	-6	-2	2	-4	2
Cc1cccc(N2CCN(c3cccc(C)c3)C2c2cccnc2)c1	4	1.2	6	1	-2	-2	-5	3	1	5
Cc1cccc(OCC(=O)OCC(=O)NCC2CCCO2)c1C (centres undefined)	7	-0.3	-7	-7	3	1	0	-4	6	1
COc1ccccc1CN(C)C(=O)COC(=O)c1c(C)noc1C	-3	0.3	1	-2	5	-1	4	0	1	-2
O=C(NC1CCCCC1)C(Cc1ccccc1)N1C(=O)C2C3CCC(C3)C2C1=O (centres undefined)	-2	0.0	-4	1	1	-3	3	-5	11	-1
N#Cc1c2n(c(=S)n(-c3ccccc3[N+](=O)[O-])c1=O)CCCCC2	15	0.3	-1	5	-5	6	-4	-2	1	4
CC(C)(C)NC(=O)Nc1ccc(Cn2cc(C(F)(F)F)ccc2=O)cc1	8	-0.2	6	2	-2	-1	0	-5	-9	5
O=C(/C=C/c1ccc(S(=O)(=O)N2CCOCC2)cc1)NC(=S)Nc1ccc(Cl)cc1Cl	8	-2.5	3	2	-1	1	-2	-8	-3	-15

Profiles as entered above. Order of values: TDP2 absorb, PG9 Ab binder, TCR-CD3 inh, LEDGF integ inh, PRMT1 inh, HTRA1 inhibitor, UHRF1 binding, Tn7 DDE FP, ABHD4 inh, SIAE inh
Cc1cccc(OCC(=O)OCC(=O)NCC2CCCO2)c1C (centres undefined) as listed: 7, -0.3, -7, -7, 3, 1, 0, -4, 6, 1
COc1ccccc1CN(C)C(=O)COC(=O)c1c(C)noc1C as listed: -3, 0.3, 1, -2, 5, -1, 4, 0, 1, -2
Cc1ccc(-c2nc(CS(=O)CC(=O)NCc3ccccn3)c(C)o2)cc1 (centres undefined) as listed: -11, -0.9, 7, 3, 13, 5, 0, -9, -8, -1

Printed as active in UHRF1 binding (from the list above):
SMILES	TDP2 absorb	PG9 Ab binder	TCR-CD3 inh	LEDGF integ inh	PRMT1 inh	HTRA1 inhibitor	UHRF1 binding	Tn7 DDE FP	ABHD4 inh	SIAE inh
CC(=O)Nc1ccc2nc(C)n(Cc3ccc(Cl)cc3)c(=O)c2c1	-5	-1.5	0	2	-3	10	23*	-2	-4	2

Remaining list, next part
SMILES	TDP2 absorb	PG9 Ab binder	TCR-CD3 inh	LEDGF integ inh	PRMT1 inh	HTRA1 inhibitor	UHRF1 binding	Tn7 DDE FP	ABHD4 inh	SIAE inh
C1CCC(C23CC4CC(CC(C4)C2)C3)NC1 (centres undefined)	-7	-0.3	8	2	0	2	-1	0	4	3
CCC(=O)c1cc(F)c(N2CCN(S(=O)(=O)c3ccc(C)cc3)CC2)cc1C	-5	2.4	-5	-2	0	-24	5	9	-4	-5
COc1ccc(CN2C(=O)[C@H]3Cc4c([nH]c5ccccc45)C(C)(C)N3C2=O)cc1	3	0.9	-2	0	-2	-71	-2	4	-18	6
CC(Nc1ccc(Cl)cc1)c1cc(Cl)ccc1O (centres undefined)	-1	-1.6	-4	-1	4	8	-1	-2	-17	-2
CCOC(=O)c1nnn(CC(=O)Nc2cc(Cl)ccc2C)c1C(=O)OCC	-7	1.9	-7	-2	1	-2	2	-2	-1	-3
COc1ccc(C(=O)N/C(=C\c2ccc3c(c2)OCO3)C(=O)Nc2cccc(C(=O)O)c2)cc1	-2	-1.6	-2	8	1	-7	-1	-4	-14	3
COc1ccccc1CNC(=O)/C=C/c1ccc(S(=O)(=O)NCc2ccco2)cc1	-9	0.3	1	-3	0	-17	-2	0	-9	-5
COc1ccc(N2CCN(C(=O)c3[nH]c(C(F)(F)F)nc3-c3ccccc3)CC2)cc1	3	1.1	5	3	0	x	-2	0	-3	7
Cc1cc(C(=O)COc2ccccc2[N+](=O)[O-])c(C)n1C1CC1	2	-0.4	3	2	3	-9	1	-4	9	4
COC(=O)c1cc(NC(=O)Cc2ccc(OC)cc2)cc(C(=O)OC)c1	-2	-0.3	0	2	5	-7	2	0	-14	-1
C/C=C(\C)C(=O)Nc1cccc(C2=NOC3(C2)C[C@H](C(N)=O)N(C(=O)C(c2ccccc2)c2ccccc2)C3)c1 (some centres undefined)	-3	0.2	8	1	-1	-56	-4	-5	-8	-1
COc1ccc(NS(=O)(=O)c2cccc(C(=O)Nc3cccc(C(=O)O)c3)c2)cc1	5	0.1	1	1	1	2	-1	10	-18	1
O=c1c2ccccc2nc(-c2ccccc2Cl)n1O	1	-0.8	4	-1	0	2	-1	3	7	6
COc1ccc2oc(=O)c(C(=O)n3ccc(C)n3)cc2c1	-14	3.1	-4	2	6	2	5	-2	-5	7
Nc1cc(C(F)(F)F)ccc1-n1cccc1	-7	-0.1	4	-2	-1	13	3	2	7	6
Cn1c(=O)c(C(=O)CN2CC(=O)Nc3ccccc32)c(N)n(Cc2ccccc2)c1=O	4	0.7	3	2	-1	-1	-1	-1	-2	-5
C=C(C)C(=O)N1CC2(CC(c3cccc(NC(=O)CCCCC)c3)=NO2)C[C@H]1C(N)=O (some centres undefined)	-1	-0.4	4	-1	-1	11	0	0	-5	-4
Cc1ccc(S(=O)(=O)C2CCOC2=O)cc1 (centres undefined)	-2	0.7	1	0	-2	10	2	2	-5	-4
COc1ccc2cc(C(=O)N3CCN(c4ccc(F)cc4)CC3)[nH]c2c1	-2	-1.2	-4	-2	2	1	-2	-3	1	-3
CCOC(=O)N1CCN(C(=O)COc2ccc([N+](=O)[O-])cc2)CC1	-4	-2.5	-3	1	4	5	5	2	4	0
Cc1nnc(NC(=O)Nc2cccc(Cl)c2)s1	1	-0.7	5	0	-1	-13	-1	8	-4	-7
CN1C(=O)/C(=N\OC(=O)c2cccc3ccccc23)c2ccccc21	7	-0.4	9	-2	2	-6	-6	1	1	-5
N/C(=N\OC(=O)CCc1ccccc1)c1ccc(Cl)cc1	9	-0.6	-1	0	0	3	-1	2	6	0
